Source: PubChem BioAssay (several laboratories)
HIF-2a block: HIF-2a reporter inhibitors, primary screen, luminescence, 786-0 RCC cells. 786-0 RCC cells HIF-2a reporter, luciferase luminescence, overnight. inhibition, % at 18.8 µM. 360,000 tested, 0.72% active;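 active means inhibition of the luminescence signal of 40% or more relative to plate controls, in a single-dose primary screen at 18.75 µM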
aDG glyco act: activators of alpha-DG glycosylation, primary screen, uHTS, Pro5-aDG cells, AlphaScreen; alpha-DG glycosylation AlphaScreen (IIH6); 0% Pro5, 100% B10-LARGE cell signal; activation, % at 10 µM; 360,000 tested, 0.22% active; AID 624168, 2012;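 active means activation of at least 8% versus controls, or a plate z-score of at least 8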;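 further: Pro5 are CHO cells carrying HIG-tagged alpha-DG that lacks glycosylation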
CF NFkB inh: inhibitors of PAF-induced NF-kB signaling, primary screen, cell-based, GFP fluorescence, uHTS; KKLEB NF-kB-GFP reporter, GFP fluorescence overnight; inhibition, % at 5 µM; 360,000 tested, 0.86% active;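 active means at least 50% inhibition at 5 µM, scaled per plate between neutral and stimulator controls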;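 further: PAF is a Pseudomonas aeruginosa culture filtrate used as stimulus; plate controls were PAF-stimulated DMSO wells for no effect and unstimulated DMSO wells for full effect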
Peg3 promoter: Peg3 promoter-driven luciferase inhibitors, primary screen, cell-based, HeLa, luciferase luminescence | HeLa PEG-Prom luciferase reporter, overnight | inhibition, % at 20 µM | 360,000 tested, 1.7% active;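 active means inhibition of at least 50% at 20 µM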
TRPM1 prom inh: inhibitors of MITF-dependent TRPM1 promoter reporter, primary screen, cell-based, SK-MEL-5, single point, luciferase | SK-MEL-5 TRPM1 promoter luciferase, 24 h | inhibition, % at 12.5 µM | 330,000 tested, 0.83% active;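 active means mean inhibition across replicates of 60% or more, whatever share of single replicates reaches that level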; further: values of inactives mirror those of a sister screen read the other way
Shn3 inh set2: reduction of Shn3 3'UTR firefly luciferase signal, primary screen, Schnurri-3 inhibitor project, cell-based, Clone20 osteoblasts, set 2 | Clone20 osteoblast Shn3 3'UTR firefly luciferase, 24 h | inhibition, % at 12.5 µM | 360,000 tested, 0.52% active | AID 588674, 2011;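 active means mean inhibition of at least 75% with every replicate also reaching 75%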;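 further: 0% = median of neutral control wells and 100% = pilot-screen positive control compound; some compounds past the cut are filed as inactive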
hiPSC survival: enhancers of single-cell hiPSC survival, primary screen, ATPlite luminescence | 100% = ROCK inhibitor wells, 0% = DMSO | survival enhancement, % at 20 µM | 360,000 tested, 0.044% active; in the data active means survival enhancement above about 18%;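 further: cells exposed to compounds for 16 hours before the ATP read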
KKLEB cytotox: cytotoxicity in KKLEB CF airway cells, primary screen, cytotoxicity control for CF NF-kB inhibitor project, cell-based, uHTS, fluorescence assay plates. activity change (cytotoxicity), % at 5 µM. KKLEB CF airway cells viability, ATPlite luminescence, overnight; active compounds read low; cells stimulated with P. aeruginosa culture filtrate. 360,000 tested, 0.36% active. AID 602141, 2011;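 active means corrected activity change at or below -50% at 5 µM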
NR2E3 ag-1: NR2E3 agonists in two-hybrid cells, primary screen, cell-based, luminescence, CHO-S, Gal4-NCOR/VP16-NR2E3; Photoreceptor-specific nuclear receptor (Homo sapiens), Q9Y5X4; luciferase; inhibition of corepressor binding, % at 3.98 µM; 360,000 tested, 0.35% active; AID 602229, 2012;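 active means inhibition above the mean of all tested compounds plus 3 SD, cut at about 70% in these data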;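 further: 0% = DMSO with NR2E3 transfected cells and 100% = cells lacking NR2E3 construct; higher means lower luciferase signal from less NR2E3 corepressor binding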
Target sequence (Q9Y5X4 whole entry, looked up, the tested form may be a part): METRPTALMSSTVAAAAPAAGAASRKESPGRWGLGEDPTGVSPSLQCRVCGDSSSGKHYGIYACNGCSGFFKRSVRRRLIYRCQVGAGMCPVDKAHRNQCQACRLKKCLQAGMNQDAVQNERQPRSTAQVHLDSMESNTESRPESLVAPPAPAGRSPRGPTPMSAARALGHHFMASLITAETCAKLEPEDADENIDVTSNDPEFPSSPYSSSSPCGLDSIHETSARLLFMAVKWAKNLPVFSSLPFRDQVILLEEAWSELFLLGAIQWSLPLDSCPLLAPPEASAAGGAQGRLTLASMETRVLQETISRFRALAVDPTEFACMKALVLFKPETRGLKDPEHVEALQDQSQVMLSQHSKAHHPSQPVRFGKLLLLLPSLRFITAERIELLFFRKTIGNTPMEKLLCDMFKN
NR2E3 ag-2: inhibitors of NR2E3-RetCOR corepressor binding, primary screen, NR2E3 agonist project, biochemical, TR-FRET, GST-NR2E3, biotin-RetCOR; Photoreceptor-specific nuclear receptor (Homo sapiens), Q9Y5X4; 1536-well; AID 2300, 2010; 320,000 tested, 0.12% active; inhibition of corepressor binding, % at 4.78 µM;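 active means percent inhibition above the cutoff of mean plus 3 SD of all tested compounds, set per screening campaign, cut at about 20% in these data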;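 further: 0% = DMSO wells and 100% = biotin wells as full block of FRET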
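Material: NR2E3–RetCOR corepressor complex | Quantity: 1.35 nM GST-tagged NR2E3 final | Schedule: 5 h at 4 °C | Replication: Singlicate compound wells | Reagent: RetCOR corepressor, biotinylated, 7 nM | Controls: Biotin wells as high control, 0.6% DMSO wells as low control | Signal: TR-FRET, Eu(K)-anti-GST donor, streptavidin-D2 acceptor, ex 340, em 617/671 nm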
TWEAK-Fn14 inh: inhibitors of TWEAK-Fn14 signaling, primary screen, luciferase reporter cells, uHTS. AID 1159606, 2016. TWEAK-stimulated Fn14 reporter cells, luciferase luminescence, 8 h. inhibition, % at 10 µM. 360,000 tested, 2% active; in the data active means inhibition above about 50%
* marks the source's active call; other numbers are inactive results; nt = not tested or not shown.

| canonical_smiles | hiPSC survival | TRPM1 prom inh | Peg3 promoter | Shn3 inh set2 | aDG glyco act | CF NFkB inh | NR2E3 ag-2 | TWEAK-Fn14 inh | HIF-2a block | NR2E3 ag-1 | KKLEB cytotox |
| --- | --- | --- | --- | --- | --- | --- | --- | --- | --- | --- | --- |
| O=c1oc(-c2cccs2)nc2sc3c(c12)CCCCC3 | -0.8 | -83 | -190 | -21 | 0.0 | 4 | 3 | 33 | -207 | -70 | 2 |
| CCOc1ccc(C(=O)COC(=O)c2c(-c3ccccc3)noc2C)cc1 | 0.1 | 8 | 21 | 12 | -0.1 | 34 | -1 | 21 | 5 | -11 | -8 |
| CN(CC(=O)NCc1ccncc1)S(=O)(=O)c1ccc(F)cc1 | 0.7 | 6 | -21 | -17 | 0.0 | 9 | 3 | -7 | -4 | -10 | 3 |
| O=C(C1=C(O)C(=O)N(CCN2CCOCC2)C1c1cccs1)c1cc2ccccc2o1 (stereo not drawn) | -0.7 | -12 | -100 | -32 | 0.0 | -4 | 30* | -16 | -121 | -33 | -1 |
| CCOc1ccc2c(S(=O)(=O)O)cccc2c1[N+](=O)[O-] | 0.7 | 3 | 4 | 16 | 0.1 | -10 | nt | 5 | 9 | -43 | 4 |
| COCCNC(=O)C(c1ccncc1)N(C(=O)Cn1nnc2ccccc21)c1ccc(OC)cc1 (stereo not drawn) | -0.2 | 0 | 4 | 5 | -0.1 | 1 | 0 | 4 | 1 | -26 | -5 |
| CCC(Oc1ccccc1)C(=O)Nc1nnc(S(=O)(=O)N2CCCCC2)s1 (stereo not drawn) | -0.4 | -4 | 17 | -2 | 0.0 | -10 | 1 | 14 | 8 | 9 | 23 |
| CCN(CC(=O)Nc1ccccc1Br)Cc1nc2ccccc2c(=O)[nH]1 | -1.4 | -5 | 30 | 8 | 0.2 | -12 | 2 | -15 | 12 | -14 | -1 |
| CCOc1ccc2c(c1)C(c1ccc(C)cc1)=NNC(c1ccc(OC)cc1)=N2 | 2.9 | -12 | -26 | 61 | -0.6 | 4 | 0 | -3 | -73 | -32 | -4 |
| CCOC(=O)N1CCN(S(=O)(=O)c2ccc(OC)c(Cl)c2Cl)CC1 | -2.0 | 2 | 14 | 3 | 0.6 | 7 | 2 | -25 | 6 | -20 | 7 |
| O=C(Nc1cccc2ccccc12)N1CCN(c2ccccc2)CC1 | 0.1 | -10 | 4 | 4 | 0.4 | 12 | 2 | 25 | -9 | 13 | -2 |
| CCOC(=O)c1ccc(/[N+]([O-])=C/c2ccccc2)cc1 | -1.7 | -55 | -101 | -55 | -0.3 | 15 | 0 | -35 | -195 | -11 | 4 |
| O=C(Cn1cc(C(F)(F)F)ccc1=O)N1CCN(S(=O)(=O)c2ccccc2)CC1 | -0.5 | 14 | 0 | 11 | -0.1 | -2 | 2 | 16 | 12 | -30 | -1 |
| O=C(Nc1ccc(Br)cc1)C1CC=CCC1C(=O)OCC1CCCO1 (stereo not drawn) | -0.4 | -10 | -5 | -22 | 0.1 | 10 | 1 | -22 | -23 | 1 | 0 |
| COc1ccc(C(=O)NC2CCCCC2)cc1S(=O)(=O)N1CCCC1 | -1.8 | 0 | 7 | -18 | 0.1 | -10 | 2 | 0 | 5 | -1 | 10 |
| C=CCNc1nc(-c2ccccc2)nc(-n2ccnc2)n1 | 0.0 | -12 | 7 | 0 | 4.3 | -20 | -1 | 8 | 14 | -16 | 6 |
| Cc1ccc(C(=O)N2CCC(C)CC2)cc1S(=O)(=O)N1CCCCC1 | -0.4 | 2 | -10 | -5 | 0.0 | -7 | -1 | 9 | -12 | -13 | 8 |
| CCOC(=O)c1ccc(NC(=S)NC2CCCC2)cc1 | -1.1 | -35 | -82 | -9 | 0.2 | -1 | -2 | -15 | -77 | -16 | -4 |
| CCN(CC)c1ccc(C=C2SC(=S)NC2=O)cc1 | -1.2 | -2 | -89 | -2 | 0.2 | -43 | nt | -5 | -206 | -6 | -2 |
| CCCOC(=O)C1C2C=CC(C2)C1C(=O)OCC(=O)c1ccccc1 (stereo not drawn) | 1.9 | -4 | -1 | 4 | 0.2 | 8 | 2 | 2 | 13 | 3 | -1 |
| CCOC(=O)C1CCCN(S(=O)(=O)c2c(C)[nH]c(C)c2C(=O)N2CCCC2)C1 (stereo not drawn) | -0.1 | -27 | 3 | -7 | 2.0 | 3 | -2 | 18 | 9 | -19 | 8 |
| COc1ccc(N(C(=O)c2snc(C(N)=O)c2N)C(C(=O)NC2CCCC2)c2cccs2)c(OC)c1 (stereo not drawn) | -0.1 | -7 | 6 | 19 | 0.2 | 14 | -1 | 14 | 26 | 4 | 1 |
| COc1ccccc1NC(=O)COc1ccccc1 | -1.2 | -12 | -28 | -43 | 0.0 | 3 | 2 | -9 | -135 | -6 | 3 |
| O=C(CN1C(=O)NC2(CCCCC2)C1=O)N1CCc2ccccc2C1 | 0.5 | -11 | -2 | -3 | -0.1 | -12 | 0 | 4 | 13 | 18 | 3 |
| CCn1ncc(/C=C/C(=O)NCc2cn(C)nc2C)c1C | -2.6 | -10 | 8 | 2 | 0.2 | -17 | -4 | 0 | 19 | -13 | 4 |
| CC(=O)C1=C(O)C(=O)N(CCc2c[nH]c3ccccc23)C1c1cccc(O)c1 (stereo not drawn) | 2.3 | 18 | -5 | 4 | -0.2 | 6 | 2 | -3 | 12 | -22 | 0 |
| Cc1ccc(S(=O)(=O)N2CCOC2CNC(=O)C(=O)NCc2ccc3c(c2)OCO3)cc1 (stereo not drawn) | 0.3 | 5 | 10 | 12 | 0.3 | 12 | 1 | -19 | 14 | 14 | 0 |
| O=S(=O)(NCCc1csc(-c2cccnc2)n1)c1cc(F)ccc1F | 0.3 | -8 | 0 | 4 | 0.2 | 20 | 5 | -10 | 12 | 16 | 5 |
| O=[N+]([O-])c1cccc(-c2ccc(CN3CCCCC3)o2)c1 | 0.3 | 0 | -25 | -4 | 0.0 | 8 | 2 | 3 | -18 | -7 | -13 |
| CCOCC(=O)N1CCC(Cc2ccccc2)CC1 | -0.9 | -6 | 8 | 5 | 0.5 | 18 | -4 | 2 | 6 | 23 | -3 |
| CCCCC[C@H]1CN(Cc2ccccc2)C(=O)[C@@H]1CC(=O)NCc1ccc(OC)cc1 | -2.0 | -3 | 8 | 11 | -0.1 | -22 | 3 | 13 | -2 | -15 | 18 |
| O=c1[nH]ncc2c3ccccc3n(Cc3cccc(Cl)c3)c12 | 0.4 | 4 | 28 | 8 | 0.7 | 39 | 1 | 16 | 39 | 13 | -10 |
| O=C1c2cccc3c(O)ccc(c23)C(=O)N1Cc1ccco1 | -0.4 | nt | -11 | 13 | -0.1 | 15 | nt | 7 | 11 | -1 | -9 |
| O=C(O)c1cccc(Nc2ncnc3ccccc23)c1 | 3.2 | -2 | -10 | -42 | 0.1 | 10 | 1 | -7 | -5 | -23 | -13 |
| CCC(C(=O)Nc1cccnc1)c1ccccc1 (stereo not drawn) | 0.0 | 9 | 14 | 7 | -0.1 | -30 | 4 | 8 | 16 | -6 | 9 |
| CN(CCC#N)C(=O)COC(=O)/C=C/c1cccs1 | 4.9 | -12 | 7 | -14 | 0.3 | 17 | 0 | 8 | 12 | -9 | -3 |
| Cc1ccc(C(=O)CSc2nc(C)cc(=O)[nH]2)cc1 | 0.2 | -3 | 7 | -16 | -0.2 | -1 | 1 | -2 | 0 | -25 | -5 |
| COC(=O)c1cccc(C23CC4(C2)[C@H](CN(Cc2cccnc2)[C@@H]4c2ccccc2)C3c2ccc(Cl)nc2)c1 (stereo partly drawn) | -1.8 | -2 | -14 | -14 | 0.0 | 7 | 2 | 18 | -5 | -22 | -1 |
| Cc1cc(F)ccc1C(O)c1ncc(-c2ccccc2)[nH]1 (stereo not drawn) | 1.0 | nt | -17 | 2 | 1.3 | 4 | nt | -2 | -21 | -27 | -9 |
| COC(=O)c1cc2c([nH]c1=O)CCCC2=O | 2.1 | -10 | -19 | -12 | 0.1 | 2 | nt | -2 | 3 | -16 | 0 |
| CC(=NCCc1ccccc1)C1=C(O)C(c2ccccc2)OC1=O (stereo not drawn) | 1.2 | -19 | 0 | -5 | -0.2 | 13 | 0 | 0 | 3 | -4 | 12 |
| CSc1ccccc1OCc1cc(C(=O)N(C)Cc2ccc3nsnc3c2)no1 | 0.4 | -78 | -333 | -85 | 0.4 | 12 | 0 | 5 | -240 | -195 | -19 |
| O=C(Nc1ccc(F)c(Cl)c1)Nc1nnc([C@@H]2O[C@H](CO)[C@@H](O)[C@H]2O)s1 | 5.1 | nt | -3 | 5 | 0.6 | -19 | nt | 34 | -2 | -1 | -2 |
| COc1ccc(S(=O)(=O)N2CCCN(C)CC2)cc1 | -0.6 | -9 | -24 | -26 | 0.0 | -12 | 1 | 30 | 5 | 9 | 8 |
| CCOC(=O)c1cc(-c2ccccc2C)nn1Cc1cc(C)no1 | 2.0 | -68 | -165 | -61 | 0.0 | -14 | 14 | -53 | -232 | -43 | 18 |
| Cc1sc2ncnc(OCC(=O)N3CCN(S(=O)(=O)c4ccccc4)CC3)c2c1C | -1.0 | 7 | 6 | -18 | 0.0 | -1 | -1 | 3 | 19 | -14 | 10 |
| Cc1ccc(S(=O)(=O)c2nc(S(C)(=O)=O)sc2N2CC(C)OC(C)C2)cc1 (stereo not drawn) | -0.1 | 19 | 6 | 4 | 0.3 | 25 | -1 | -3 | 17 | -9 | -6 |
| CC(c1nnc(Sc2nnnn2-c2ccccc2)n1-c1ccc(F)cc1)N(C)C (stereo not drawn) | -1.1 | -4 | 10 | 6 | 0.2 | -18 | 0 | 11 | 13 | 12 | 10 |
| O=c1c2cc(Cl)ccc2[nH]c(=S)n1Cc1ccccn1 | -1.2 | 2 | -162 | -34 | 0.5 | -15 | 6 | 3 | -91 | -8 | 3 |
| CN(C)S(=O)(=O)c1ccc(-c2csc(-c3cccnc3)n2)cc1 | 1.1 | -23 | -42 | 3 | -0.2 | 3 | 0 | 8 | -85 | 0 | -1 |

Copied from the list.
For aDG glyco act, `Cc1sc2ncnc(OCC(=O)N3CCN(S(=O)(=O)c4ccccc4)CC3)c2c1C` shows 0.0
For hiPSC survival, `C=CCNc1nc(-c2ccccc2)nc(-n2ccnc2)n1` shows 0.0
